HTR5A inv ag – inverse agonist of human HTR5A in OPRM1-OPRD1 counter-screen | P47898 | HTR5A cell line, luminescence, inverse agonism | inhibition, % at 9.3 µM | 340,000 compounds, 0.083% hits | AID 504634; in the data active = inhibition mostly above about 23%, no sharp cut-off; inactive = mostly below about 18%;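 also: 0% = cells with DMSO and 100% = no-cell wells with DMSO; some compounds called inactive have numbers as strong as hits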
MOR-DOR inv ag – inverse agonists of human mu-delta opioid receptor heterodimerization | P35372+P41143 | cell-based MOR-DOR heterodimer luminescence, inverse agonism | inhibition, % at 9.3 µM | 340,000 compounds, 0.21% hits; in the data active = inhibition above about 22%, passing the limit was not always enough;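 also: 0% = cells with DMSO and 100% = wells without cells with DMSO; values of inactives mirror those of a sister screen read the other way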
Target sequence (P35372 whole entry, looked up): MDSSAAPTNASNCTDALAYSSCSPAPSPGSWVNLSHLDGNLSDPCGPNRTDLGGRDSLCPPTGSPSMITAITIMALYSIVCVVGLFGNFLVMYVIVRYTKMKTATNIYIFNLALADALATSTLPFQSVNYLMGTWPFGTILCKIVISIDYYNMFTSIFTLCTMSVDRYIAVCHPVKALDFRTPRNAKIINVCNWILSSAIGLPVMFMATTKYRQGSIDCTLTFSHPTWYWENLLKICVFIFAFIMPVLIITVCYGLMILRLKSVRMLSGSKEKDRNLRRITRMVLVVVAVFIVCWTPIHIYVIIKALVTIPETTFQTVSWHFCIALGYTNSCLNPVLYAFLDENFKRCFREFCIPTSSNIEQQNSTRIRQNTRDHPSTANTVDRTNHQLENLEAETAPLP
Target sequence (P41143 whole entry, looked up): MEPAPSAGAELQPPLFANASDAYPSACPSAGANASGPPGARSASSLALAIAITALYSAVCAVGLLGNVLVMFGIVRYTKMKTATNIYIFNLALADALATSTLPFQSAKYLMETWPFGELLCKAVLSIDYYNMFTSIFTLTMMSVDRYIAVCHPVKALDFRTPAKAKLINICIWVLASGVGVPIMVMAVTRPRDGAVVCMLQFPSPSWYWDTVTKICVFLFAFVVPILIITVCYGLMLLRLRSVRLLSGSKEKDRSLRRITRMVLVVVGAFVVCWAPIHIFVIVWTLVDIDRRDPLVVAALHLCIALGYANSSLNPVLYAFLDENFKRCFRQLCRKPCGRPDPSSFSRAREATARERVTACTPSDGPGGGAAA
MOR-DOR ag – agonists of human mu-delta opioid receptor heterodimerization; P35372+P41143; cells, OPRM1-OPRD1 heterodimerization, luminescence; activation, % at 9.3 µM; 340,000 compounds, 0.3% hits; in the data active = activation above about 18%;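 also: 0% = vehicle-treated cells and 100% = reference agonist; values of inactives mirror those of a sister screen read the other way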
DAGLB inh – diacylglycerol lipase beta (human) inhibition; AID 504411; HEK293T DAGLB membrane lysate, EnzChek fluorogenic substrate; inhibition, % at 5.17 µM; 340,000 compounds, 0.059% hits; Q8NCG7; in the data active = inhibition above about 34%;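 also: 0% = enzyme with vehicle and 100% = wells lacking enzyme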
HTR5A ag ctr – HTR5A agonism, opioid heterodimer counter-screen; 340,000 compounds, 0.61% hits; HTR5A agonist assay, luminescence, cell-based; AID 504692; P47898; activation, % at 9.3 µM; in the data active = activation mostly above about 9.5%, no sharp cut-off; inactive = mostly below about 7.6%;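 also: 0% = cells with vehicle only and 100% = reference agonist; strong numbers were not always called active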
PKA-R2B act – activates the human PKA-R2B holoenzyme complex; PKA-R2B holoenzyme dissociation, Cy5-IP20 fluorescence polarization; R2B truncated from residue 108, S112A mutant; 0% DMSO only, 100% 113 µM cGMP; activation, % at 11.4 µM; 340,000 compounds, 0.079% hits; P22694+P31323;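 active = activation above a cutoff set at the mean over all compounds plus 3 SD, cut at about 18% in these data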;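 also: higher means more holoenzyme dissociation and a rise in polarization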
PKA-R1A act – activates the PKA-R1A holoenzyme complex; 340,000 compounds, 0.083% hits; PKA-R1A dissociation, Cy5-IP20 fluorescence polarization; scaled: DMSO 0%, 113 µM cGMP 100%; activation, % at 11.4 µM; P00514+P68181;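 active = percent activation above the mean of all tested compounds plus 3 SD, cut at about 19% in these data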;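 also: higher means more PKAc released from R1A so a rise in polarization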
DSG3 Ab inh – human desmoglein-3 autoantibody binding inhibition | P32926 | DSG3-coupled beads, scFv-anti-DSG3-GFP binding, flow cytometry; active compounds read low | binding (percent of control), % at 10 µM | 310,000 compounds, 0.48% hits;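 active = binding more than 3 SD below its plate's average and above zero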;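 also: hits lower antibody fragment binding to DSG3; some compounds called inactive have numbers as strong as hits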
Arr AP2 block – inhibitors of human beta-arrestin and AP2 interaction | FITC-arrestin peptide / GST-AP2 beads, flow cytometry; AP2 beta2 appendage carries R879A mutation | AID 504490 | 340,000 compounds, 0.31% hits | inhibition, % at 10 µM;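 active = inhibition above a set limit, near 3 SD of compounds lacking own fluorescence, cut at about 54% in these data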;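 also: plate controls were DMSO wells for no effect and 5 µM unlabelled arrestin peptide for full effect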
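Material – AP2 appendage R879A on GSH beads · Buffer or medium – PBS with 0.05% Tween 20 and 0.1% BSA · Probe or stimulus – fluorescein-tagged arrestin peptide at 50 nM final · Incubation – compound with beads 12 min RT, then probe 1 h RT · Detection – high-throughput flow cytometry of beads, ex 488, em 535 nm · Evaluation – percent response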
V-ATPase pH – regulators of yeast V-ATPase proton transport; S. cerevisiae, pHLuorin cytosolic pH fluorescence; response, % at 10 µM; 350,000 compounds, 0.37% hits; AID 504577; in the data active = response mostly above about 7.3%, no sharp cut-off; inactive = mostly below about 5.4%; also: actives read high; inactives centre near 0; some compounds called inactive have numbers as strong as hits; reference of the scale not given here
Active calls of the source: *; / = not tested or not shown. Compounds as they come. Share with any hit: about 2.4%.

SMILES	HTR5A inv ag	MOR-DOR inv ag	MOR-DOR ag	DAGLB inh	HTR5A ag ctr	PKA-R2B act	PKA-R1A act	DSG3 Ab inh	Arr AP2 block	V-ATPase pH
CSCCC(NS(=O)(=O)c1ccc(Cl)cc1)C(=O)OCc1c(Cl)cccc1Cl (configuration not stated)	-25	-35	5.2	-11	8	-2	-13	97	8	-1
O=c1c2ccccc2cnn1-c1ccc(Cl)nn1	1	10	-2.0	-2	0	-7	-8	106	52	1
CSc1nnc(-c2cnccn2)n1CCCN1CCCC1=O	12	0	-0.1	-1	4	6	-1	104	1	-14
COc1cc(C(=O)NCCOc2ccccc2)cc(OC)c1OC	-7	9	-2.0	0	2	-14	-8	106	8	2
O=C(O)CSCC(=O)N1CCN(S(=O)(=O)c2ccccc2)CC1	12	7	-1.3	-1	-4	-1	-11	100	12	3
CCn1c(SCC(=O)NC2CCCC2)nc2c(c1=O)SCC2	/	/	/	1	/	2	-4	98	/	1
CCCc1ccc(Oc2c(-c3ccc(O)c(C)c3O)n[nH]c2C)cc1	3	6	-1.1	-2	-3	-4	9	101	27	-4
CC(C(=O)N1CCN(c2ccccc2)CC1)N1C(=O)C2CC=CCC2C1=O (configuration not stated)	-16	5	-0.9	1	-4	-5	-13	99	-6	3
COC(=O)c1cccc(C(=O)N2CCC(CO)(CCc3ccccc3)CC2)c1	-8	7	-1.4	0	3	3	-2	108	1	-6
Cc1csc(SCC(=O)NCc2cccc(Cl)c2)n1	-18	-5	1.1	-1	-4	2	7	110	-25	1
CC12CCC(C(=O)Nc3nc4ccccc4s3)(OC1=O)C2(C)C (configuration not stated)	-13	12	-2.2	2	4	7	-8	99	-4	0
Cc1ccc(NC(=O)CSc2nnc(N)s2)cc1S(=O)(=O)N1CCOCC1	-24	-2	0.2	0	8	0	0	99	18	-3
CN(C)CCNC(=O)c1ccc(COCC(F)(F)F)cc1	-2	-9	1.5	-1	1	1	2	108	-7	2
COc1ccccc1NC(=S)N=Nc1c(O)[nH]c2ccc(Br)cc12	12	6	-1.1	4	3	-5	-7	82	11	-2
CCCSc1cc(Cl)nc(N)n1	-8	5	-0.9	2	3	-6	-6	104	-13	3
O=C(CCCn1c(SCC(=O)NCC2CCCO2)nc2ccccc2c1=O)NCC1CCCO1 (configuration not stated)	-1	10	-2.0	-1	1	6	3	101	-1	3
Cc1ccccc1NC(=O)C1CCCN(C(=O)Nc2ccc(F)cc2)C1 (configuration not stated)	2	12	-1.9	0	-1	7	0	/	-1	1
C=CCn1c(=NC(=O)C2COc3ccccc3O2)sc2cccc(OC)c21 (configuration not stated)	-5	13	-2.5	-3	1	-14	-11	98	3	-2
CCN1CCN(c2cc(C)c3cc(NC(=O)c4cc(OC)cc(OC)c4)ccc3n2)CC1	8	3	-0.6	-1	0	5	2	88	30	0
COc1cc(OC)c(C2=NOC(C(=O)N3CCc4ccccc4C3)C2)cc1Cl (configuration not stated)	-15	-8	1.5	-5	4	-3	-2	101	8	0
COc1cccc(C(=O)N/N=C(/CCC(=O)O)c2ccccc2)c1	-20	6	-1.1	-2	0	-2	-2	98	-2	-3
CC(=O)Nc1ccc(S(=O)(=O)NNC(=O)c2cccc(Cl)c2)cc1	3	-4	0.5	-2	-1	-4	-11	88	-1	-1
COC(=O)C1=C(C)NC(=O)NC1c1ccc2c(c1)OCO2 (configuration not stated)	-5	9	-1.8	0	1	7	-7	106	6	0
Cc1ccc(C(=O)OCC(=O)N2CC(C)CC(C)C2)cc1S(=O)(=O)N1CCCCC1 (configuration not stated)	11	-10	1.5	-6	-4	-10	3	108	2	-1

Entries of single compounds, quoted from the list. Order of screens: HTR5A inv ag	MOR-DOR inv ag	MOR-DOR ag	DAGLB inh	HTR5A ag ctr	PKA-R2B act	PKA-R1A act	DSG3 Ab inh	Arr AP2 block	V-ATPase pH
`COc1cccc(C(=O)N/N=C(/CCC(=O)O)c2ccccc2)c1` across the screens: -20	6	-1.1	-2	0	-2	-2	98	-2	-3
`O=C(CCCn1c(SCC(=O)NCC2CCCO2)nc2ccccc2c1=O)NCC1CCCO1` (configuration not stated) across the screens: -1	10	-2.0	-1	1	6	3	101	-1	3
`COc1ccccc1NC(=S)N=Nc1c(O)[nH]c2ccc(Br)cc12` across the screens: 12	6	-1.1	4	3	-5	-7	82	11	-2
`CCCSc1cc(Cl)nc(N)n1` across the screens: -8	5	-0.9	2	3	-6	-6	104	-13	3
`CC(=O)Nc1ccc(S(=O)(=O)NNC(=O)c2cccc(Cl)c2)cc1` across the screens: 3	-4	0.5	-2	-1	-4	-11	88	-1	-1

Retrieved by compound from above (six):
SMILES	HTR5A inv ag	MOR-DOR inv ag	MOR-DOR ag	DAGLB inh	HTR5A ag ctr	PKA-R2B act	PKA-R1A act	DSG3 Ab inh	Arr AP2 block	V-ATPase pH
COc1ccccc1NC(=S)N=Nc1c(O)[nH]c2ccc(Br)cc12	12	6	-1.1	4	3	-5	-7	82	11	-2
C=CCn1c(=NC(=O)C2COc3ccccc3O2)sc2cccc(OC)c21 (configuration not stated)	-5	13	-2.5	-3	1	-14	-11	98	3	-2
COC(=O)C1=C(C)NC(=O)NC1c1ccc2c(c1)OCO2 (configuration not stated)	-5	9	-1.8	0	1	7	-7	106	6	0
O=C(CCCn1c(SCC(=O)NCC2CCCO2)nc2ccccc2c1=O)NCC1CCCO1 (configuration not stated)	-1	10	-2.0	-1	1	6	3	101	-1	3
CCN1CCN(c2cc(C)c3cc(NC(=O)c4cc(OC)cc(OC)c4)ccc3n2)CC1	8	3	-0.6	-1	0	5	2	88	30	0
CN(C)CCNC(=O)c1ccc(COCC(F)(F)F)cc1	-2	-9	1.5	-1	1	1	2	108	-7	2

Additional compounds follow:
SMILES	HTR5A inv ag	MOR-DOR inv ag	MOR-DOR ag	DAGLB inh	HTR5A ag ctr	PKA-R2B act	PKA-R1A act	DSG3 Ab inh	Arr AP2 block	V-ATPase pH
O=c1c2ccccc2c(C=NC2CCS(=O)(=O)C2)c(O)n1-c1ccccc1 (configuration not stated)	-23	5	-0.8	-3	-5	-1	4	97	26	0
CCCn1c(=N)c(S(=O)(=O)c2ccc(F)cc2)cc2c(=O)n3cccc(C)c3nc21	30	8	-1.4	2	-4	0	13	/	14	0
Cc1cnc(NC(=O)CN2CCN(c3ccccc3F)CC2)s1	-14	11	-2.3	-3	0	-3	2	/	/	5
COC(=O)C1=C(C(=O)OC)[N+]2=C3N(C(=O)NC2(C)C)[C@H](CO)C[C@@]32c3ccccc3N(Cc3ccccc3)[C@@H]12	3	-10	1.8	4	-1	-6	-13	110	8	2
CCCCNS(=O)(=O)c1ccc(OC)c(Cl)c1Cl	-17	19	-4.3	0	6	7	-1	103	-5	1
Cn1ncc2c(=O)n(CC(=O)NC34CC5CC(CC(C5)C3)C4)cnc21	-4	18	-3.1	-1	-9	6	-9	103	1	1
Cc1ccc(NC(=O)CCN2C(=O)C3CCCCC3C2=O)cc1[N+](=O)[O-] (configuration not stated)	22	13	-2.4	0	-9	-5	2	104	1	0
COC(=O)CCC(=O)Nc1ccc(Cl)c(Cl)c1	10	15	-2.7	1	3	-7	-6	102	11	-9
COc1cccc(C2/C(=C(/O)c3ccc(C)cc3)C(=O)C(=O)N2Cc2ccco2)c1 (configuration not stated)	14	7	-1.1	4	2	-7	-10	94	-4	-1
C/C(=C\c1ccccc1)C(=O)NCCN1CCOCC1	23	12	-1.7	3	-4	15	6	102	4	-1
CO/N=C/c1ccc(N2CCN(C(=O)c3ccc(F)cc3)CC2)c([N+](=O)[O-])c1	-2	-8	1.6	10	3	-10	-14	101	2	9
O=C(Nc1ccccc1[N+](=O)[O-])c1cncc(Br)c1	7	18	-3.9	-2	0	4	2	107	-4	-1
CN(C)c1ccc(/C=N/NC(=O)c2sccc2-n2cccc2)cc1	1	5	-1.1	1	6	-8	-7	110	4	0
COc1ccc(CN2CCC(=O)N(CCO)CC2)cc1OC	6	11	-1.9	1	-2	-5	10	106	-3	1
O=C(COC(=O)/C=C/c1ccco1)Nc1ncc(Cl)cc1Cl	-3	4	-0.6	1	4	6	-1	107	1	-1
CCOc1ccc(NC(=S)N2c3ccccc3CC2C)cc1 (configuration not stated)	5	-1	0.2	0	-2	3	-15	109	2	-1
O=C(CCc1nc2ccccc2c(=O)[nH]1)NCCN1C(=O)S/C(=C\c2ccccc2Cl)C1=O	-5	-5	0.8	1	9	-14	-13	97	-4	-7
CN1CCN(c2ccccc2/C=C2/C(=O)Nc3ccccc32)CC1	-16	-3	0.6	2	4	4	9	104	8	6
CSc1ccccc1NC(=O)c1cc(C2CC2)on1	-12	-30	5.5	-9	4	8	1	75	1	14
COc1ccc(Cl)cc1NC(=O)Cc1c(F)cccc1Cl	-7	-7	1.3	-7	3	2	-9	104	2	0
CCOC(=O)N1CCN(c2cc(N3CCOCC3)c(F)cc2[N+](=O)[O-])CC1	-13	-11	2.2	3	5	-6	2	102	11	-2
CC(=O)Nc1ccc(-c2csc(NC(=O)Cc3cccc(F)c3)n2)cc1	-14	2	-0.3	0	5	-3	-6	99	3	1
COc1ccc(C2(O)CN(c3ccccc3)C3=[N+]2CCS3)cc1OC (configuration not stated)	-9	7	-1.5	0	-1	-11	0	114	7	1
CCC(CC)NC(=O)COC(=O)c1cccc(C)c1O	-11	10	-1.7	0	-1	-15	13	96	17	5
c1cc2c(cc1-n1cnnn1)OCO2	5	11	-2.2	-1	-2	4	0	120	-3	-1
CCCn1c(N)c(C(=O)CN2CCN(S(=O)(=O)c3cccs3)CC2)c(=O)[nH]c1=O	-6	11	-1.9	2	-2	-2	10	106	-2	2
Cc1cccc(NC(=O)CCc2nnc3ccc(NCc4ccco4)nn23)n1	-12	20	-3.9	0	-3	-1	-2	98	-5	5
COC(=O)c1ccc(NC(=O)C2CCCN2C(=O)OCc2ccccc2)cc1 (configuration not stated)	-10	17	-3.4	-1	2	-3	-11	103	7	1
C=C(C)CSc1nc2ccccc2c(=O)n1-c1c(C)n(C)n(-c2ccccc2)c1=O	-5	17	-3.3	0	2	-5	-1	108	-2	2
COc1ccc(CCC(=O)NCc2cccc(C(F)(F)F)c2)cc1	-2	12	-2.4	-6	0	-3	-11	103	32	-1
O=C(CSc1ccc2ccccc2n1)NC1CC1	-6	9	-2.3	-1	1	-4	5	103	23	-1
CC(C)NC(=O)COc1ccc(S(=O)(=O)N2CCCC2)cc1	14	9	-1.9	1	-4	-2	-4	103	-15	1
